Screening results: PubChem BioAssay, National Center for Advancing Translational Sciences (NCATS)
B2AR arrestin = qHTS assay of beta-arrestin-biased ligands of beta2-adrenergic receptor; beta-arrestin recruitment to beta2AR, cell-based reporter; 0.02% of 330,000 active; Beta-2 adrenergic receptor (Homo sapiens), P07550; Potency, µM (highest dose often 46.1 µM), for the others: top-dose activation, actives largely listed as activators;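 also: potency is read from the fitted curve at half-maximal effect; 0% = DMSO controls and full agonism = EC100 isoproterenol or metaproterenol; nearly all actives have a fitted effect of over 65% in size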
MLL CXXC-DNA inh = qHTS Fluorescence Polarization Assay for Inhibitors of MLL CXXC domain - DNA interaction. Histone-lysine N-methyltransferase 2A (Homo sapiens), Q03164. MLL-CXXC / FITC-HOXA9 DNA fluorescence polarization. Potency, µM (top dose mostly 115 µM), without a hit: at the highest dose activity change, negative = inhibition, most hits filed as inhibitors. 0.037% of 290,000 active; active = well fitted inhibition curve with a large enough effect in the polarisation, with a control signal flat, not every such curve was filed as active; inconclusive = small, poorly fitted or top-dose-only effect, or effect the other way, or a change in a side signal; inactive = no such curve, though single readings can be large or run the other way; the % refers to the polarisation; also: potency is read from the fitted curve at half-maximal effect
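Fluorescence polarization: 7 uM MLL-CXXC (stock) preincubated 5 min with compounds, then 50 nM fluorescein-HOX-A9 DNA (stock) added; 30 min ambient. Buffer 50 mM Tris-HCl pH 7.5, 50 mM NaCl, 1 mM DTT, 0.05% BSA.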
Coupling enz = qHTS Assay for Inhibitors of Fructose-1,6-bisphosphate Aldolase from Giardia Lamblia: Coupling assay counterscreen; coupling enzyme system counterscreen, AmpLite Red fluorescence; activity change, negative = inhibition, % at 58.2 µM, hits read low; AID 2472, 2010; 0.67% of 290,000 active; in the data active = activity change below about -30%; also: % is scaled to controls: 0 for no effect and ±100 for the full control effect
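Counterscreen of the coupled detection system alone, without aldolase: glyceraldehyde-3-phosphate coupling enzymes plus AmpLite Red readout. Compounds at 57.5 uM final, 10 min RT preincubation, 20 min RT reaction, fluorescence 525/598 nm.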
Giardia kill = Small Molecules that selectively kill Giardia lamblia: qHTS | AID 540267, 2011 | 0.15% of 340,000 active | Giardia lamblia trophozoite viability | activity change, % at 7.66 µM, hits read low; in the data active = activity change below about -80%; inconclusive = between about -30% and that limit;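 also: parasites exposed to compound for two days anaerobically before the ATP read; % is scaled to controls: 0 for no effect and ±100 for the full control effect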
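Luminescent ATP signal served as the viability read-out, measured 15-30 min after adding ATP detection reagent to trophozoites that had been incubated with compounds for 48 hrs at 37 deg C anaerobically at 100 cells/well.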
PKM2 act = qHTS Assay for Activators of Human Muscle isoform 2 Pyruvate Kinase; AID 1631, 2009; purified PKM2, Kinase-Glo ATP luminescence, activation; response scale: 0% is enzyme alone, no compound; Pyruvate kinase PKM (Homo sapiens), P14618; Potency, µM (highest dose often 57.5 µM), for inactives: at the top dose activation, usual class: activators; 0.34% of 260,000 active; also: potency is read from the fitted curve at half-maximal effect; % is scaled to controls: 0 for no effect and ±100 for the full control effect; nearly all actives have a fitted effect of over 55% in size
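Kinase-Glo luminescence reports ATP generated from ADP (0.1 mM) and PEP (0.5 mM) by purified hPK-M2 after 1 h at room temperature, pH 7.2 imidazole buffer; intermediate enzyme activity allows detecting inhibitors and activators.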
KCNH2 3.1 inh = qHTS for Inhibitors of KCHN2 3.1: Mutant qHTS; U2OS KCNH2 3.1, thallium flux FluxOr; stronger effect = lower value; 0.95% of 340,000 active; AID 720553, 2013; Potassium voltage-gated channel subfamily H member 2, brain isoform KCNH2 3.1 (human); activity change, % (tested at about 1.8 µM);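 active = maximum activity change below -70%; inconclusive = maximum activity change from -70% to -50%; inactive = maximum activity change above -50%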;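 also: thallium influx rate constant from kinetic fluorescence after stimulation buffer; % is scaled to controls: 0 for no effect and ±100 for the full control effect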
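Thallium flux read-out: FluxOr dye with Red40 quencher in HBSS/HEPES, 45 min at RT. Rate constants from kinetic reads were normalized to positive and negative DMSO controls. Cells: U2OS virally expressing the 3.1 isoform.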
GALK inh = qHTS Assay for Inhibitors of Human Galactokinase (GALK); Purified GALK, Kinase-Glo residual ATP luminescence; 0.007% of 270,000 active; Potency, µM (doses to about 57.5 µM), inactives show at the highest dose activity change, negative = inhibition, hits mostly inhibitors; P51570; also: potency is read from the fitted curve at half-maximal effect; % is scaled to controls: 0 for no effect and ±100 for the full control effect
Target sequence (P51570 whole entry, looked up): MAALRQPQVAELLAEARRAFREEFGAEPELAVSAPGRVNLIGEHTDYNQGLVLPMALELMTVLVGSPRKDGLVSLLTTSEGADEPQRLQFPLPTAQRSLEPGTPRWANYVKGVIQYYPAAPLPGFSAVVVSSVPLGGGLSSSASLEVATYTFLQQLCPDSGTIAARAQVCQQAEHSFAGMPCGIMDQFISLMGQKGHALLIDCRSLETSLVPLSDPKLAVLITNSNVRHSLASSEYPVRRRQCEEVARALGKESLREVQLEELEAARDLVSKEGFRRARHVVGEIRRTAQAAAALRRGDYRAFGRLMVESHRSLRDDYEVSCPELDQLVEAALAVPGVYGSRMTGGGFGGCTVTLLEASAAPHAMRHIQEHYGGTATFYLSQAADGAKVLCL
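Kinase-Glo Plus luminescence measured ATP left after a 1 h room-temperature reaction. The reaction used 5 nM GALK, 100 uM galactose and 35 uM ATP at pH 8.0 (20 mM HEPES, 5 mM MgCl2, 60 mM NaCl, 1 mM DTT, 0.01% BSA).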
USP2a block = qHTS Assay for Inhibitors of Ubiquitin-specific Protease USP2a Using CHOP2 as the Reporter. Ubiquitin carboxyl-terminal hydrolase 2 (Homo sapiens), O75604. USP2 core, Ub-CHOP2 coupled fluorogenic reporter, 485/531. Potency, µM (highest dose often 38.3 µM), for the others: at the highest dose activity change, negative = inhibition, hits mostly inhibitors. 0.01% of 330,000 active. AID 463254, 2010;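 also: potency is read from the fitted curve at half-maximal effect; plate controls were DMSO wells for no effect and full inhibition by NEM control for full effect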
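Deubiquitinase activity read as fluorescence (485/531 nm) after Ub-CHOP2 cleavage activates the enterokinase reporter on its substrate; USP2 core 10nM, Ub-CHOP2 and substrate 25nM each, 30min compound preincubation then 60min RT; data normalized to NEM, curves fitted.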
Menin-MLL TR inh = qHTS Assay for Inhibitors Targeting the Menin-MLL Interaction in MLL Related Leukemias: Competition With Texas Red Labeled MLL-derived Mutant Peptide; Potency, µM (series often up to 61.6 µM), for the others: top-dose FP activity change, negative = inhibition, most hits filed as inhibitors; O00255; 0.23% of 270,000 active; Menin + Texas Red MLL mutant peptide, fluorescence polarization; AID 1768, 2009; active = well fitted inhibition curve with a large enough effect in the polarisation, with a control signal flat, not every such curve was filed as active; inconclusive = small, poorly fitted or top-dose-only effect, or effect the other way, or a change in a side signal; inactive = no such curve, though single readings can be large or run the other way; the % refers to the polarisation; also: potency is read from the fitted curve at half-maximal effect; % of control where 0% means no effect; many of its hits are not listed in these tables
Target sequence (O00255 whole entry, looked up): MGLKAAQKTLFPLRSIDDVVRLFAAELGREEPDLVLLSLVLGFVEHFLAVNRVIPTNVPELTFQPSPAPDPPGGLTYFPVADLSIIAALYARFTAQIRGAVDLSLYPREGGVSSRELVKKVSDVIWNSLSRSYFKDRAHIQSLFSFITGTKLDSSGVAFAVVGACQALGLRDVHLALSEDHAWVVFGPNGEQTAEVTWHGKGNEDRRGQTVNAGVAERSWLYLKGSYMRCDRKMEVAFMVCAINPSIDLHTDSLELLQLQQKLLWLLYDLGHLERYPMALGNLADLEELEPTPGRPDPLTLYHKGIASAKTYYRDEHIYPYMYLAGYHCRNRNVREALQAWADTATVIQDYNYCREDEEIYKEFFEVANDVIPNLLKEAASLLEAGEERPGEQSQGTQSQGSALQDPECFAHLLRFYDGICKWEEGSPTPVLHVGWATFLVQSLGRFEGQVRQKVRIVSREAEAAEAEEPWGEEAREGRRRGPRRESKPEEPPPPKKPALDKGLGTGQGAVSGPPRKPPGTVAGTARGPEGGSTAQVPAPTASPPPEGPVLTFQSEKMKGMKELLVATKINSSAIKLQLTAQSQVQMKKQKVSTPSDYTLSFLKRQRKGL
TRPV1 ag = HTS Assay for Compounds that Act as Agonists of the Vanilloid Receptor 1 | TRPV1-expressing cells, Fluo-8 calcium influx, agonist mode | Transient receptor potential cation channel subfamily V member 1 (Homo sapiens), Q8NER1 | AID 540275, 2011 | activation, % at 8.33 µM | 0.19% of 320,000 active; in the data active = activation above about 80%; inconclusive = between about 30% and that limit; also: 0% is about no effect
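Cells expressing TRPV1 were dye-loaded with Fluo-8 and read kinetically: 10 s baseline, 3 min after compound (agonist portion), then 2 min after EC20 capsaicin (allosteric enhancer portion). Calcium-bound dye fluorescence at 480/520 nm.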
hERG WT inh = qHTS for Inhibitors of KCHN2 3.1: Wildtype qHTS. activity change, % at 1.84 µM. 0.37% of 340,000 active. AID 720551, 2013. U2OS, BacMam KCNH2, thallium flux FluxOr; stronger effect = lower value;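 active = maximum activity change below -70%; inconclusive = maximum activity change between -70% and -50%; inactive = maximum activity change above -50%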; also: % is scaled to controls: 0 for no effect and ±100 for the full control effect
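U2OS cells were transduced with wild-type KCNH2 virus (2.03 x 10^8 / mL) for 4 h at room temperature, then cultured overnight at 37 C. Thallium flux was read with FluxOr dye. Rate constants were normalized to DMSO controls.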
Starred values were filed as active, the others as inactive; ? = inconclusive; nt = not tested or not shown; [ ] = remark or other dose. Unless noted, calls follow the shape of the dose curve; as a rule, active = well fitted curve in the direction sought with a large enough effect; inconclusive = small, poorly fitted or top-dose-only effect, or another doubt; inactive = no such curve, though single readings can be large; an effect the other way counts as inactive or inconclusive.

SMILES	B2AR arrestin	MLL CXXC-DNA inh	Coupling enz	Giardia kill	PKM2 act	KCNH2 3.1 inh	GALK inh	USP2a block	Menin-MLL TR inh	TRPV1 ag	hERG WT inh
COc1ccc(-n2c(Cc3cccn3C)nnc2SCC(=O)Nc2ccccc2OC)cc1	-0.2%	1.8%	0.4	-20.9	5.2%	3.9	-0.5%	-1.9%	-3.3%	3.4	4.1
O=C(c1cnn(-c2ccccc2)c1-n1cccc1)N1CCN(C2CCCCC2)CC1	-0.6%	-6.0%	1.5	6.9	1.9%	4.6	3.4%	5.1%	?	4.7	19.6
CCN(CC(=O)Nc1ccc(OC)cc1)CC(=O)N1CC(=O)Nc2ccccc21	-0.3%	nt	nt	27.7	nt	12.2	nt	0.9%	nt	-2.5	-15.5
O=C(NCCc1ccc(Cl)cc1)c1ccc2[nH]c(=O)c(=O)[nH]c2c1	0.0%	1.4%	2.6	-10.3	nt	-7.4	-0.8%	3.6%	-3.6%	8.8	-15.6
CC(NC(=O)CN1c2cccc3cccc(c23)S1(=O)=O)c1ccc(S(N)(=O)=O)cc1 (stereo not given)	0.0%	nt	nt	9.1	nt	-14.9	nt	-7.2%	nt	4.4	1.4
Cc1ccc(NC2=C(Cl)C(=O)c3ccccc3C2=O)cc1	-0.3%	-9.8%	-22.4	-3.6	-6.3%	-34.3	0.7%	0.2%	?	23.4	-13.1
CCN1C(=O)C(CC(=O)NCCc2ccccc2)N(NC(=O)c2cccnc2)C1=S (stereo not given)	-0.4%	3.6%	-1.2	-21.4	-2.1%	-1.7	-1.4%	1.6%	14.5%	-0.7	-5.6
COCCN(C(=O)Nc1ccccc1OC)c1nc2ccccc2s1	0.3%	-2.9%	0.1	-3.5	0.3%	-8.2	4.5%	-0.8%	61.9%[activator]	9.3	4.4
Cc1cc(C(=O)Nc2ccccc2C(=O)O)oc1C	-0.3%	-10.7%	-5.2	-12.9	-13.5%[11.5 µM]	-6.4	8.2%	0.1%	-1.7%	-2.8	-6.3
COc1ccc(CCN2CC(C(=O)NCC(c3ccccc3)N(C)C)CC2=O)cc1OC (stereo not given)	-0.2%	nt	nt	-10.4	nt	-7.3	nt	1.5%	nt	nt	4.7
Cc1cc(=O)[nH]c(=O)n1Cc1ccccc1	-0.4%	-1.1%	1.1	-3.5	-0.2%	3.2	1.7%	1.5%	-6.1%	0.0	4.1
CCn1c2ccccc2c2cc(NC(=O)COC(=O)c3cc(Cl)c(N)cc3OC)ccc21	0.0%	10.5%	-0.6	6.3	-4.4%	-21.7	-3.0%	-0.6%	nt	-4.3	-7.7
Cc1cccc(OCC(=O)Nc2ccc(S(=O)(=O)Nc3onc(C)c3C)cc2)c1C	-0.3%	0.4%	10.4	3.1	nt	-4.2	-2.2%	0.6%	-0.7%	-1.7	2.7
CCOc1cc(CN2CCC(n3nccc3NC(=O)C3CC3)CC2)ccc1O	0.1%	-8.9%	-0.3	8.1	nt	-14.5	-3.6%	2.5%	2.0%	-2.2	15.4
COc1cc(NC(=O)CN2CC(c3ccccc3)CC2=O)cc(OC)c1 (stereo not given)	0.1%	2.5%	3.7	-19.7	2.1%	1.6	0.1%	0.1%	-2.3%	1.9	-4.9
Cc1ccc2oc(Nc3nc(C)c(C)c(C)n3)nc2c1	0.0%	8.0%	0.8	12.4	0.2%	1.9	-0.7%	-0.2%	nt	4.5	-14.1
CCN(CC)C(CNC(=O)CSc1nnnn1-c1ccc(C)c(C)c1)c1ccco1 (stereo not given)	2.4%	nt	nt	-10.0	nt	4.7	nt	-2.0%	nt	14.3	7.7
COc1ccc(CNC(=O)COC(=O)c2cc3ccccc3cc2O)cc1OC	-0.2%	nt	nt	44.8[activator]	nt	6.0	nt	3.6%	nt	nt	2.8
CCOC(=O)CON1C(=O)C(=O)N(OCC(=O)OCC)[C@H]2CCCC[C@H]21	-0.6%	5.5%	0.6	-24.0	-0.6%	-27.1	0.2%	6.1%	nt	0.0	-1.9
CCOc1ccc(CCNC(=O)c2ccc3nc(CC)c(CC)nc3c2)cc1	0.0%	4.9%	3.1	2.5	nt	14.6	2.0%	-1.8%	-1.5%	7.5	-4.8
COc1ccc2o/c(=N/NC(=O)c3cccs3)c(C(N)=O)cc2c1	-0.1%	66.9%[activator]	-0.2	-11.1	-9.6%	nt	-0.4%	1.9%	13.3%	3.5	2.3
NC(=O)C[C@H](N)c1cn([C@@H](CC(N)=O)C(=O)N2CCNCC2)nn1	0.1%	nt	nt	-12.3	nt	-3.2	nt	-0.1%	nt	1.3	-4.1
CCCCNC(=O)Nc1ccc(C2SCCS2)cc1	-0.8%	39.9%[activator]	2.6	2.2	4.2%	-7.9	-3.0%	1.6%	nt	?	6.4
Cc1cccc(NC(=S)NCc2ccccc2Cl)c1C	0.4%	7.9%	4.2	2.2	-7.0%[11.5 µM]	-9.4	-5.8%	1.6%	?	25.0	-4.2
Cc1c(Cl)cccc1NC(=S)N1CCCN(Cc2ccc(F)cc2)C1	0.2%	5.6%	3.8	6.3	-1.9%	-7.1	-0.3%	-7.8%	-19.2%	-2.6	19.6
(further entries)
SMILES	B2AR arrestin	MLL CXXC-DNA inh	Coupling enz	Giardia kill	PKM2 act	KCNH2 3.1 inh	GALK inh	USP2a block	Menin-MLL TR inh	TRPV1 ag	hERG WT inh
O=C(CCNC(=O)c1ccccc1Cl)Nc1nc2ccc(F)cc2s1	-0.3%	nt	nt	4.3	nt	16.3	nt	-7.3%	nt	6.3	0.5
CN(C)CCNc1oc(COc2ccc(-c3ccccc3)cc2)nc1C#N	-0.4%	8.0%	0.8	-5.4	4.0%	-72.3*	5.0%	-0.5%	-1.0%	4.1	36.9
O=C(O)C1C2CCC(O2)C1C(=O)Nc1ccc(O)cc1 (stereo not given)	0.0%	-1.7%	-36.3*	-25.9	-20.5%	-7.3	0.2%	-1.8%	31.6µM*	3.0	7.0
COc1ccc(C(=O)Nc2cc(C)on2)c(OC)c1	-0.1%	1.2%	-1.2	-0.7	-2.8%	19.2	-2.4%	0.4%	-1.5%	2.2	-3.7
CCOC(=O)c1cncc(C#CCOC(=O)Nc2ccc(OC(F)(F)F)cc2)c1	-1.1%	0.2%	1.9	-16.2	-3.3%	-3.9	nt	2.9%	nt	14.7	1.4
CC(C)OC(=O)/C(C#N)=C/c1c[nH]c2ccccc12	-0.8%	9.9%	-2.2	-9.2	20.0%	nt	-1.5%	-1.7%	17.8%	0.8	-4.0
CCOc1ccc(N2C(=O)C3CCCN3C2=O)cc1 (stereo not given)	-0.3%	5.5%	1.6	7.7	-5.7%	-25.0	-3.0%	-2.2%	8.7%	0.4	-9.8
CC(=O)N1CCc2cc(S(=O)(=O)NCCCN3CCC(C)CC3)ccc21	-0.8%	-0.5%	nt	5.9	nt	5.4	-6.1%	0.3%	nt	2.0	0.4
O=C(NCCC(=O)N1CCCCC1)c1ccccc1Cl	-0.4%	8.6%	nt	3.6	-9.2%	-2.1	-2.6%	3.2%	nt	-2.6	1.5
Oc1ccccc1/C=N/NC(=S)NC1CC2CC1C1C=CCC21 (stereo not given)	4.1%	12.0%	-1.6	-3.5	1.0%	0.3	nt	-6.2%	nt	21.1	-0.5
O=C(CCc1ccc(S(=O)(=O)N2CCOCC2)cc1)Nc1ccccc1F	0.1%	nt	nt	-3.2	nt	-7.8	nt	1.1%	nt	nt	-1.4
O=C(C[C@@H]1C/C=C/CC[C@H](Cc2ccc(F)cc2)C(=O)O[C@H](c2ccccc2)CNC1=O)NCCO	-0.5%	nt	nt	-27.6	nt	18.8	nt	0.6%	nt	nt	7.5
CCN(CC)C(=O)c1cccc(NC(=O)CC23CC4CC(CC(C4)C2)C3)c1	-1.0%	3.6%	-0.7	-7.2	0.2%	20.5	-2.0%	0.2%	-21.9%	0.9	12.4

Some of the compounds tested; count on the stated rates, not on these rows.
